# Compound activity from PubChem.
# 697 NFkB inh: lowers PMA/ionomycin-induced NF-kB signal in 697 B cells; 697 B-cell NF-kB luciferase reporter, 16 h; inhibition, % at 4 µM; 0.33% of 330,000 active; AID 435022; in the data active = inhibition above about 35%
# SENP8 block: blocks the human protease SENP8. Q96LD8. purified SENP8, Z-RLRGG-aminoluciferin cleavage, luminescence. inhibition, % at 10 µM. 1.2% of 330,000 active
# Gli-Sufu block: Gli-Sufu pathway antagonism; Sufu-KO-LIGHT fibroblasts, Gli luciferase reporter luminescence; inhibition, % at 5 µM; 0.74% of 340,000 active;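 active = inhibition above about 55%, limit read from the data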;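 note: 0% = DMSO-treated cells and 100% = wells with medium but no cells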
# UBC13 polyUb: blocks human UBC13 polyubiquitin chain formation | TR-FRET | inhibition, % at 20 µM | 0.47% of 330,000 active | AID 485273; in the data active = inhibition above about 45%, passing the limit was not always enough
# SENP7 block: inhibitors of human SENP7 protease; recombinant SENP7, Z-RLRGG-aminoluciferin luminescence, 40 min; inhibition, % at 5 µM; 1.5% of 330,000 active; AID 434973;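 active = inhibition above about 50% at the single test dose, limit read from the data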;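 note: plate controls were DMSO with enzyme for no effect and no enzyme buffer wells for full effect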
# Jurkat NFkB inh: lowers PMA/ionomycin-induced NF-kB signal in Jurkat cells; PMA/ionomycin-induced NF-kB luciferase reporter, luminescence; inhibition, % at 4 µM; 0.53% of 330,000 active; AID 435003
# HKDC1 inh: inhibitors of human hexokinase HKDC1; Q2TB90; recombinant HKDC1, G6PDH/diaphorase resazurin coupled fluorescence; inhibition, % at 20 µM; 0.16% of 340,000 active; AID 493160;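 active = inhibition above about 35% when tested at 20 µM, limit read from the data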;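 note: plate controls were DMSO wells with enzyme for no effect and DMSO wells lacking enzyme for full effect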
#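 test system = in-house recombinant HK5 (HKDC1) enzyme | amount = HKDC1 at 5 µg/mL | control set = DMSO-enzyme wells negative, buffer-substituted wells positive | compound = one dose of 20 µM, 1% DMSO | schedule = reaction time 90 min, room temperature, protected from light | technique = resorufin fluorescence at 613 nm | reagent = glucose with 1 mM ATP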
# Apaf1 inhib: blocks human Apaf-1 apoptosome activity | reconstituted apoptosome caspase-3 activity, DEVD-Rh110 fluorescence | inhibition, % at 20 µM | AID 489030 | 0.71% of 330,000 active | O14727; active = inhibition of at least 40% at 20 µM;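 note: plate controls were DMSO wells for no effect and DEVD-CHO caspase inhibitor wells for full effect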
# Target sequence (O14727 whole entry, looked up): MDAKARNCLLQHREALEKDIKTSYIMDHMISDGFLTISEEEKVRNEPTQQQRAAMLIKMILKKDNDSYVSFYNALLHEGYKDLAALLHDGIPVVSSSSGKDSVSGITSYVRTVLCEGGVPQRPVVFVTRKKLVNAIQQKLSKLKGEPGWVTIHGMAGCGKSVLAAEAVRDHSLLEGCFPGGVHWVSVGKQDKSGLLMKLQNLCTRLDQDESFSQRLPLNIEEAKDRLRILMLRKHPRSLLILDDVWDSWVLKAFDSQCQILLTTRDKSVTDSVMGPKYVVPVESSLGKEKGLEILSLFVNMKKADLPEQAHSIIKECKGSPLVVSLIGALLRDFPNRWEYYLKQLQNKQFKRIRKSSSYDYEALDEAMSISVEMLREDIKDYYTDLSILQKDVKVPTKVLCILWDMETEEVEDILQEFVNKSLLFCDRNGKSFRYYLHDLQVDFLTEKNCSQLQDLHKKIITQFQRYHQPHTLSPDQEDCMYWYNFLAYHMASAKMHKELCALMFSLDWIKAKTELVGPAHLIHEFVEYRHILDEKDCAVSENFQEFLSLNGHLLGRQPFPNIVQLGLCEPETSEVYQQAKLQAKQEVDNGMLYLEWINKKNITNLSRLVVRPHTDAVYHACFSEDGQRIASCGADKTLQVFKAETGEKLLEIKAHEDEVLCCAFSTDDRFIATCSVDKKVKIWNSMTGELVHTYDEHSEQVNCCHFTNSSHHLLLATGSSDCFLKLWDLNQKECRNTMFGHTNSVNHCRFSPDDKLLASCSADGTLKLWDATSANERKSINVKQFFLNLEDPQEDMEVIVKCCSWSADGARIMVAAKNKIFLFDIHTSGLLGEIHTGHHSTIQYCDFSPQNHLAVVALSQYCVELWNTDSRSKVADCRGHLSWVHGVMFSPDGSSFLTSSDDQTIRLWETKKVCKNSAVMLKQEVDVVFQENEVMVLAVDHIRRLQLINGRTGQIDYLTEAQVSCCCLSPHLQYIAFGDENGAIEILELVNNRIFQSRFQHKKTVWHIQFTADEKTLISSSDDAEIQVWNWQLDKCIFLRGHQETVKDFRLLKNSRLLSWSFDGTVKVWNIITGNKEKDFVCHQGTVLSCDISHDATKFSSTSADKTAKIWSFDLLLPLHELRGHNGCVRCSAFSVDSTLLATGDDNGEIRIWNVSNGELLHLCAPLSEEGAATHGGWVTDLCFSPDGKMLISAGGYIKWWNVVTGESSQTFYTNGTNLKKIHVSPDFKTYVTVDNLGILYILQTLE
#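 Material: biochemical Apaf-1 apoptosome reconstitution. Medium: Hepes buffer, pH 7.5. Also added: cytochrome c activation, bis-DEVD rhodamine 110 substrate. Timing: 30 min compound preincubation, 50 min activation, room temperature. Measured by: rhodamine 110 fluorescence at Ex 480/Em 540 nm.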
# * = called active by the depositor; / = no result given. Cut-off read from the data, not from the text of the source, unless noted: active = inhibition above about 50%; inactive = the rest.
[1] COCCNC(=O)CCCCCn1c(=S)[nH]c2ccccc2c1=O
[2] CC(Sc1nc2ccccc2[nH]1)C(=O)O (configuration not stated)
[3] Cc1ccc(C)c(NC(=O)CC2Oc3ccccc3NC2=O)c1 (configuration not stated)
[4] Cc1ccc(C2(C)NC(=O)N(CC(=O)NCc3cccc(Cl)c3)C2=O)cc1 (configuration not stated)
[5] O=C(O)c1cn(-c2ccccc2)nc1-c1ccc(Cl)cc1
[6] COCCNS(=O)(=O)c1ccc(F)c(OC)c1
Compound | 1 | 2 | 3 | 4 | 5 | 6
Gli-Sufu block | -20 | -3 | 27 | 5 | 1 | -4
SENP7 block | -9 | -5 | 4 | 2 | 5 | 1
697 NFkB inh | 20 | 0 | -3 | -4 | 1 | 2
UBC13 polyUb | -2 | 5 | 3 | -1 | -4 | -19
Jurkat NFkB inh | -12 | 16 | 1 | 0 | -25 | -14
HKDC1 inh | -2 | -6 | -1 | -4 | 7 | -10
Apaf1 inhib | -5 | -7 | 1 | 9 | 0 | -7
SENP8 block | -1 | -15 | -4 | 2 | -4 | -12

# 3 entries drawn at random from the list so far, as already listed:
[2] CC(Sc1nc2ccccc2[nH]1)C(=O)O (configuration not stated)
[5] O=C(O)c1cn(-c2ccccc2)nc1-c1ccc(Cl)cc1
[4] Cc1ccc(C2(C)NC(=O)N(CC(=O)NCc3cccc(Cl)c3)C2=O)cc1 (configuration not stated)
Compound | 2 | 5 | 4
Gli-Sufu block | -3 | 1 | 5
SENP7 block | -5 | 5 | 2
697 NFkB inh | 0 | 1 | -4
UBC13 polyUb | 5 | -4 | -1
Jurkat NFkB inh | 16 | -25 | 0
HKDC1 inh | -6 | 7 | -4
Apaf1 inhib | -7 | 0 | 9
SENP8 block | -15 | -4 | 2

# (next part)
[7] CC(C)Cn1c(-c2ccco2)n[nH]c1=S
[8] CCn1cc(C(=O)N2CCCC(CO)(Cc3ccccc3C)C2)cn1 (configuration not stated)
[9] Cn1cnc(C(=O)NCc2ccc(CNC(=O)OC(C)(C)C)cc2)c1C(=O)NCc1ccc(CNC(=O)OC(C)(C)C)cc1
[10] COCCNC(=O)C(c1ccc(Cl)cc1)N(Cc1ccco1)C(=O)CCC(=O)Nc1ccccn1 (configuration not stated)
[11] CC(=O)Nc1ccc([N+](=O)[O-])c(CS(=O)(=O)c2ccc(C)cc2)c1[N+](=O)[O-]
[12] COc1ccc(NS(=O)(=O)c2cccc(C(=O)NCC(c3ccco3)N3CCCC3)c2)cc1 (configuration not stated)
Compound | 7 | 8 | 9 | 10 | 11 | 12
Gli-Sufu block | 2 | 13 | 36 | 12 | -17 | 16
SENP7 block | 5 | -5 | 0 | 1 | -5 | -5
697 NFkB inh | 15 | 5 | -25 | -11 | -18 | 10
UBC13 polyUb | 2 | 7 | -25 | 4 | -7 | 20
Jurkat NFkB inh | 3 | 0 | 0 | 8 | 6 | -4
HKDC1 inh | -8 | -2 | -3 | -3 | -4 | -8
Apaf1 inhib | -4 | -3 | 4 | 2 | 6 | 21
SENP8 block | 1 | 1 | 5 | 4 | 6 | 6

[13] O=C(COc1ccc(F)cc1Br)NCC1(N2CCCCC2)CCCCC1
[14] O=C(NCCCN1CCCC1)[C@H](CSCc1ccccc1)N1Cc2ccccc2C1=O
[15] Clc1ccc(N=c2ssnc2Cl)cc1
[16] O=C(CN1CCN(C(=O)c2ccco2)CC1)Nc1ccc2c(c1)OCCO2
[17] CCCc1cc(=O)[nH]c(SCC(=O)c2cc(C)n(CCC)c2C)n1
[18] CCNc1nc(NCC)n2c(SCC(=O)NC34CC5CC(CC(C5)C3)C4)nnc2n1
Compound | 13 | 14 | 15 | 16 | 17 | 18
Gli-Sufu block | 7 | -7 | 10 | 6 | 2 | 5
SENP7 block | 1 | -2 | -1 | 8 | -3 | 0
697 NFkB inh | -10 | -13 | -9 | -18 | 14 | 6
UBC13 polyUb | -1 | 23 | 5 | 5 | 4 | 5
Jurkat NFkB inh | 11 | 5 | 11 | 8 | 8 | 1
HKDC1 inh | -6 | -3 | -37 | -7 | 2 | 4
Apaf1 inhib | 7 | 14 | 2 | -5 | -11 | 1
SENP8 block | 1 | 1 | 0 | -1 | -4 | -2

[19] Cc1cccc(Nc2c(-c3ccc(N4CCOCC4)cc3)nc3ncccn23)c1
[20] CC(C)c1ccc(NC(=O)CNCC(c2ccccc2)N(C)C)cc1 (configuration not stated)
[21] COc1ccccc1/C=C/C(=O)Nc1nc(N)n(-c2ccccc2)n1
[22] Cc1ccc(C(=O)COC(=O)C2CC(=O)N(c3nc(-c4ccccc4)cs3)C2)cc1 (configuration not stated)
[23] CC(NC(=O)COC(=O)CCN1C(=O)C2CC=CCC2C1=O)c1ccc(Br)cc1 (configuration not stated)
[24] Cc1ccc(C(=O)NCCCN2CCN(CCCNC(=O)c3ccc(C)cc3)CC2)cc1
Compound | 19 | 20 | 21 | 22 | 23 | 24
Gli-Sufu block | -21 | -1 | 1 | 1 | -1 | 6
SENP7 block | -6 | -5 | 1 | 5 | 0 | 4
697 NFkB inh | -17 | 20 | 21 | -1 | 21 | 2
UBC13 polyUb | -3 | -2 | -5 | 7 | 7 | 18
Jurkat NFkB inh | -13 | 1 | 9 | 9 | -2 | -2
HKDC1 inh | 4 | -4 | -3 | 2 | 4 | -6
Apaf1 inhib | 17 | -16 | -1 | 11 | -3 | 4
SENP8 block | -10 | 0 | -4 | 3 | 4 | 4

# 3 compounds out of the list above, ordered by the number in Jurkat NFkB inh, ascending:
entry	structure	SENP7 block	697 NFkB inh	UBC13 polyUb	Jurkat NFkB inh	HKDC1 inh
19	Cc1cccc(Nc2c(-c3ccc(N4CCOCC4)cc3)nc3ncccn23)c1	-6	-17	-3	-13	4
20	CC(C)c1ccc(NC(=O)CNCC(c2ccccc2)N(C)C)cc1 (configuration not stated)	-5	20	-2	1	-4
21	COc1ccccc1/C=C/C(=O)Nc1nc(N)n(-c2ccccc2)n1	1	21	-5	9	-3

# Next records follow:
[25] Nn1c(COc2ccccc2F)nnc1SCC(=O)NC1CC1
[26] Cn1c(-c2ccco2)n[nH]c1=S
[27] CC(C)NCC(O)COc1ccc2c(c1)CCC2 (configuration not stated)
[28] COc1ccccc1NC(=O)c1ccc2c(O)c(S(=O)(=O)c3ccccc3)c(=O)[nH]c2c1
[29] COc1ccc2[nH]c(=O)c(CN(C(C)=O)C3CCCCC3)cc2c1
[30] Cc1ccc(C(=O)N[C@@H](Cc2ccccc2)C(=O)N2CCC3(CC2)NCCc2[nH]cnc23)cc1C
Compound | 25 | 26 | 27 | 28 | 29 | 30
Gli-Sufu block | -10 | 3 | 4 | -6 | 21 | 9
SENP7 block | -2 | 9 | 6 | -2 | 7 | 0
697 NFkB inh | -4 | 24 | 8 | -8 | 24 | 0
UBC13 polyUb | -8 | -12 | 8 | -6 | 0 | 5
Jurkat NFkB inh | 1 | -1 | 13 | -2 | -8 | -3
HKDC1 inh | -8 | 0 | 10 | -1 | -1 | -5
Apaf1 inhib | -3 | 5 | -2 | -16 | -5 | -1
SENP8 block | 3 | 0 | -1 | 5 | -2 | 8

[31] CCOc1ccc(-n2nnnc2SCC(=O)NNC(=O)c2ccco2)cc1
[32] CN(C(=O)c1ccc(S(=O)(=O)N2CCCC2)cc1)C1CCCCC1
[33] Cc1ccc(-c2noc(CNCCCN(C)C)n2)cc1
[34] c1ccc(Cn2nnc3c(NCCN4CCOCC4)ncnc32)cc1
[35] CCOC(=O)C(C)Sc1cc(CS(=O)(=O)c2ccccc2)nc(-c2ccccc2)n1 (configuration not stated)
[36] CCOc1ccc(S(=O)(=O)Nc2cc(OC)c(OC)cc2C(=O)O)cc1
Compound | 31 | 32 | 33 | 34 | 35 | 36
Gli-Sufu block | 4 | 7 | -6 | 4 | 8 | 5
SENP7 block | -4 | -2 | -7 | 6 | 10 | -8
697 NFkB inh | 19 | -4 | -28 | -2 | 5 | 1
UBC13 polyUb | -4 | 2 | 15 | -1 | 2 | -8
Jurkat NFkB inh | -7 | 0 | 3 | 13 | -3 | -8
HKDC1 inh | -12 | 1 | 3 | -7 | 10 | -2
Apaf1 inhib | 13 | 1 | -7 | -4 | 26 | 1
SENP8 block | -7 | -2 | -6 | 0 | 0 | -5

# An excerpt from above, reduced to UBC13 polyUb and 697 NFkB inh.
item | Compound | UBC13 polyUb | 697 NFkB inh
31 | CCOc1ccc(-n2nnnc2SCC(=O)NNC(=O)c2ccco2)cc1 | -4 | 19
32 | CN(C(=O)c1ccc(S(=O)(=O)N2CCCC2)cc1)C1CCCCC1 | 2 | -4
33 | Cc1ccc(-c2noc(CNCCCN(C)C)n2)cc1 | 15 | -28
34 | c1ccc(Cn2nnc3c(NCCN4CCOCC4)ncnc32)cc1 | -1 | -2
35 | CCOC(=O)C(C)Sc1cc(CS(=O)(=O)c2ccccc2)nc(-c2ccccc2)n1 (configuration not stated) | 2 | 5

# (cont.)
[37] CSc1ccc(C2c3[nH]c4ccccc4c3CCN2C(=O)c2ccnn2C)cc1 (configuration not stated)
[38] Cc1ccc(CC(=O)Nc2cccc(C)n2)cc1
[39] C=CCN1C(=O)CSC1=Nc1cccc(O)c1
[40] COc1ccc(C)cc1NC(=O)COC(=O)c1c(C)noc1C
[41] CCOC(=O)CSC1=NC(=O)/C(=C/c2ccc(OC)cc2)S1
[42] Cc1nc(SCC(=O)NCC2CCCO2)c2c(C)c(C)sc2n1 (configuration not stated)
Compound | 37 | 38 | 39 | 40 | 41 | 42
Gli-Sufu block | -13 | -46 | 8 | 5 | -11 | 17
SENP7 block | 6 | -5 | 4 | 3 | 29 | 4
697 NFkB inh | -90 | -38 | -27 | -36 | -25 | -7
UBC13 polyUb | 40 | -7 | -2 | -10 | 21 | -7
Jurkat NFkB inh | -62 | -32 | -3 | 10 | -13 | -37
HKDC1 inh | 6 | -3 | -2 | -5 | -1 | -1
Apaf1 inhib | 7 | -8 | 1 | -5 | -8 | 8
SENP8 block | 6 | -15 | -5 | -6 | 33 | 7

[43] COC(=O)Nc1ccc(S(=O)(=O)NCCCCCC(=O)O)cc1
[44] CCOC(=O)N1CCC(NC(=O)c2ccc3c(c2)sc2nc(-c4ccc(OC)cc4)cn23)CC1
[45] COc1ccc(C)cc1NC(=O)CCNS(=O)(=O)c1ccc2c(c1)CC(C)N2C(C)=O (configuration not stated)
[46] O=S(=O)(NN=C1CCCCC1)c1ccccc1
[47] O=C(Nc1ccccc1C(=O)Nc1nnc(C(F)(F)F)s1)c1ccccc1Cl
[48] O=c1c2ccccc2ncn1C1CCCCC1
Compound | 43 | 44 | 45 | 46 | 47 | 48
Gli-Sufu block | 0 | / | -18 | 2 | 52 | -6
SENP7 block | 5 | 1 | 1 | -8 | -4 | -6
697 NFkB inh | 9 | 4 | -1 | 3 | -3 | 9
UBC13 polyUb | 0 | 9 | -9 | 3 | -1 | 15
Jurkat NFkB inh | 10 | -12 | -2 | -11 | 1 | -2
HKDC1 inh | -9 | / | -4 | -13 | 9 | 2
Apaf1 inhib | -2 | 44* | -13 | -2 | 1 | -16
SENP8 block | 3 | 4 | 12 | -10 | -9 | -13

[49] CCc1nnc(NC(=O)NC(C)(C)C)s1
[50] Cc1nc(-c2cc(-c3nc(-c4ccc(C(C)(C)C)cc4)no3)no2)cs1
[51] CCOc1ccc2ccccc2c1/C=N/NC(=O)CNC(=O)Cc1ccccc1
[52] C=CCn1c2ccccc2c2nnc(SCN3C(=O)c4ccccc4C3=O)nc21
[53] CC(C)Cc1ccc(C(C)C(=O)OCC(=O)c2c[nH]c3ccccc23)cc1 (configuration not stated)
[54] Cc1cc(C)nc(N2CCN(S(=O)(=O)c3ccc(F)cc3)CC2)n1
Compound | 49 | 50 | 51 | 52 | 53 | 54
Gli-Sufu block | -24 | 1 | -3 | 10 | 2 | 2
SENP7 block | 5 | 4 | -10 | -3 | 1 | -11
697 NFkB inh | 17 | -6 | -14 | -2 | 5 | -9
UBC13 polyUb | 8 | -3 | 0 | 7 | 5 | -9
Jurkat NFkB inh | -2 | 3 | -18 | -6 | 7 | -1
HKDC1 inh | 4 | 1 | -8 | -3 | -2 | 1
Apaf1 inhib | -7 | -6 | 6 | 21 | -4 | 3
SENP8 block | 3 | -12 | -11 | 3 | -4 | -7

# This is a random part of the collection; any-hit rate near 3.6%.
